MazF activator = increases E. coli MazEF RNase cleavage of RNA; P0AE70; FAM/BHQ RNA-DNA oligo cleavage fluorescence, 5 h; hit rate 0.32% among 350,000; activation, % at 20 µM; in the data active = activation above about 50%
Target sequence (P0AE70 whole entry, looked up): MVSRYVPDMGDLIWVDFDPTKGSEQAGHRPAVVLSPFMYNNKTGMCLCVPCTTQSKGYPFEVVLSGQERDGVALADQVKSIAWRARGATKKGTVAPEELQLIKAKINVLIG
FBA Mtb inh = inhibitors of M. tuberculosis fructose-bisphosphate aldolase; P9WQA3; purified M. tuberculosis FBA, fluorescence read-out; inhibition, % at 1 µM; hit rate 2.3% among 360,000; AID 588726; in the data active = inhibition above about 27%;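 note: 0% = vehicle and 100% = reference inhibitor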
Target sequence (P9WQA3 whole entry, looked up): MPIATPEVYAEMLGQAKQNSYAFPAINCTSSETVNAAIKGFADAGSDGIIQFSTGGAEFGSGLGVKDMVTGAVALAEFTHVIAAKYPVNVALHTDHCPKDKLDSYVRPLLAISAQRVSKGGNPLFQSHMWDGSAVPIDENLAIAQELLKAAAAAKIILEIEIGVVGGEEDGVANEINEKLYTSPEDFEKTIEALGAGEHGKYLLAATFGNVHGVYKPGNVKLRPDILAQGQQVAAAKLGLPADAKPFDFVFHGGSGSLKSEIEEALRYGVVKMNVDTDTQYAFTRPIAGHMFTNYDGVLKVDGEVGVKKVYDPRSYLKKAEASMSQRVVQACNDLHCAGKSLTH
Mtb BioA inh = inhibitors of Mycobacterium tuberculosis BioA enzyme; purified M. tuberculosis BioA enzyme, plate reader; inhibition, % at 9.99 µM; hit rate 0.096% among 360,000; in the data active = inhibition above about 40%
VHR inh abs = inhibitors of human VHR1 phosphatase (DUSP3) | P51452 | recombinant VHR phosphatase, pNPP absorbance | inhibition, % at 13.3 µM | hit rate 0.52% among 290,000 | AID 1654; in the data active = inhibition above about 50%; note: some compounds called inactive have numbers as strong as hits
Target sequence (P51452 whole entry, looked up): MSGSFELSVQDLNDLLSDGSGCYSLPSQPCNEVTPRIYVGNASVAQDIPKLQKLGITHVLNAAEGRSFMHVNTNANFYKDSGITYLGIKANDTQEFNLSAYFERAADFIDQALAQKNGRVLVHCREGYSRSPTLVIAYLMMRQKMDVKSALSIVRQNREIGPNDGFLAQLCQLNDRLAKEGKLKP
SSB-PriA inh = blocks PriA binding to SSB C-terminal tail. AlphaScreen SSBct-PriA binding, biotinylated peptide. inhibition, % at 33 µM. hit rate 0.6% among 430,000; in the data active = inhibition mostly above about 37%, no sharp cut-off; inactive = mostly below about 20%;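 note: plate controls were negative control peptide for no effect and reference peptide for full effect; strong numbers were not always called active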
Mtb UGM inh = blocks M. tuberculosis UGM enzyme. P9WIQ1. purified UGM, fluorescence polarization probe displacement. inhibition, % at 10 µM. hit rate 0.06% among 320,000. AID 504406; in the data active = inhibition above about 10%, passing the limit was not always enough
BH1578 lux ind = inducers of Vibrio cholerae quorum light production without autoinducers | hit rate 0.16% among 350,000 | AID 588436 | activation, % at 18.7 µM | V. cholerae BH1578 lux reporter, luminescence, 6 h; in the data active = activation mostly above about 9.7%, no sharp cut-off; note: not every result past the cut was called active; inactives centre near 0; reference of the scale not given here
3CLpro inhibitor = SARS-CoV 3CLpro protease inhibition | recombinant SARS-CoV 3CLpro, quenched FRET peptide cleavage | inhibition, % at 6 µM | hit rate 0.14% among 290,000; in the data active = inhibition above about 12%
Rv3671c inh = inhibitors of M. tuberculosis serine protease Rv3671c | inhibition, % at 5.96 µM | P9WHR9 | hit rate 0.048% among 320,000; in the data active = inhibition above about 38%;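 note: extracellular domain of Rv3671c used as enzyme; 0% = enzyme with DMSO and 100% = no enzyme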
Target sequence (P9WHR9 whole entry, looked up, the tested form may be a part): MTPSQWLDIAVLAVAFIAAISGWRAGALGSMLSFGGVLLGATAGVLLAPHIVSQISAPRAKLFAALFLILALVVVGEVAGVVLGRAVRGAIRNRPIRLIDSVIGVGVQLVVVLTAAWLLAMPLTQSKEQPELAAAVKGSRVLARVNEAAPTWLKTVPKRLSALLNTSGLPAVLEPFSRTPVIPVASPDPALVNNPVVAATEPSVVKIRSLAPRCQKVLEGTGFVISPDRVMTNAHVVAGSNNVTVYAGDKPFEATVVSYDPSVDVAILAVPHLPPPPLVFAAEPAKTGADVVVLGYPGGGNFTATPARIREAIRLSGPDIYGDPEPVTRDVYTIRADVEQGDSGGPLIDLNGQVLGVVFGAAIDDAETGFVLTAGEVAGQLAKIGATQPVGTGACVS
GDH-TPI counter = inhibits GDH-TPI coupling enzymes, artifact for Mtb FBA screen. hit rate 1.2% among 360,000. inhibition, % at 4.8 µM. GDH-TPI coupled enzyme counterscreen, NADH absorbance; in the data active = inhibition above about 30%;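 note: 0% = DMSO wells and 100% = wells lacking the enzyme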
Active calls of the source: *; & = joins results of further samples. Only part of the results is shown; count on the stated rates, not on these rows.

CCOC(=O)[C@@H]1[C@H]2COc3ccc(Br)cc3[C@@H]2N2C(=O)N(c3cccc(F)c3)C(=O)[C@]12C was read as MazF activator -5.9, FBA Mtb inh -2.0, Mtb BioA inh -0.8, SSB-PriA inh -16.7, Mtb UGM inh 1.0, BH1578 lux ind inactive, Rv3671c inh -5.5 and GDH-TPI counter 2.6.
`O=C(NCC(=O)N1CCCCCCC1)c1ccccc1Br` gave MazF activator 6.1, FBA Mtb inh -1.5, Mtb BioA inh 0.6, SSB-PriA inh -1.8, Mtb UGM inh 0.0, BH1578 lux ind inactive, Rv3671c inh -2.0 and GDH-TPI counter 5.2.
Screening C=CCOc1ccc(CNn2c(C)n[nH]c2=S)cc1OC returned MazF activator 1.1, FBA Mtb inh 4.3, Mtb BioA inh 1.6, VHR inh abs -12.3, SSB-PriA inh -3.7, Mtb UGM inh -1.1, BH1578 lux ind -0.4, 3CLpro inhibitor 4.5, Rv3671c inh 10.1 and GDH-TPI counter 8.7.
For CCc1nn(CC(=O)NCc2cccnc2)c(=O)c2cc3occc3n12 the results were MazF activator 9.6, FBA Mtb inh -1.3, Mtb BioA inh 1.0, VHR inh abs -3.0, SSB-PriA inh -2.6, Mtb UGM inh -2.6, BH1578 lux ind -0.2, 3CLpro inhibitor 0.1, Rv3671c inh -3.0 and GDH-TPI counter 4.7.
CC(C)CCNC(=O)CN(C(=O)CCC(=O)Nc1ccccn1)c1ccc(F)c(Cl)c1 was read as MazF activator 1.2, FBA Mtb inh 3.0, VHR inh abs 3.1, SSB-PriA inh -12.8, Mtb UGM inh -1.0, BH1578 lux ind -1.1, 3CLpro inhibitor -1.1, Rv3671c inh 3.9 and GDH-TPI counter 0.6.
CC12CCC(C(=O)NC3CCCCC3)([C@H](Br)C1=O)C2(C)C (some centres not stated) was read as MazF activator 10.4, FBA Mtb inh 0.6, VHR inh abs 5.4, SSB-PriA inh -11.2, Mtb UGM inh 1.6, BH1578 lux ind -0.6, 3CLpro inhibitor 0.8, Rv3671c inh 1.5 and GDH-TPI counter -9.6.
`Cc1ccc(-c2nnc3ccc(SCC(=O)Nc4cc(C)on4)nn23)cc1` gave MazF activator 0.9, FBA Mtb inh 5.2, Mtb BioA inh -0.5, VHR inh abs 11.3, SSB-PriA inh -2.2, BH1578 lux ind -0.2, 3CLpro inhibitor 5.8, Rv3671c inh -0.4 and GDH-TPI counter -0.6.
`CC1(C)NC(=O)N(CC(O)Cn2c3ccccc3c3ccccc32)C1=O` (configuration not stated) gave MazF activator 16.7, FBA Mtb inh 1.1, Mtb BioA inh -0.8, VHR inh abs -0.4, SSB-PriA inh -11.4, Mtb UGM inh -0.3, BH1578 lux ind -0.6, 3CLpro inhibitor 0.2, Rv3671c inh -0.4 and GDH-TPI counter 8.1.
For COc1cc(OC)nc(Oc2cccc(Cl)c2C)n1 the results were MazF activator 6.8, FBA Mtb inh 0.9, Mtb BioA inh -1.5, SSB-PriA inh -8.0, Mtb UGM inh 2.0, BH1578 lux ind inactive, Rv3671c inh 5.4 and GDH-TPI counter 3.7.
Screening Cn1c(SCC(=O)c2c(N)n(C)c(=O)n(C)c2=O)nnc1-c1ccccc1F returned MazF activator 10.3, FBA Mtb inh 0.3, VHR inh abs 1.7, SSB-PriA inh -7.1, Mtb UGM inh 2.3, BH1578 lux ind 1.4, 3CLpro inhibitor 3.6, Rv3671c inh 9.2 and GDH-TPI counter 4.3.
CCOc1ccc(CN2C(=O)c3ccccc3C2C(=O)NCC2CCCO2)cc1 (configuration not stated) was read as MazF activator 15.3, FBA Mtb inh 0.9, Mtb BioA inh -3.1, VHR inh abs 13.6, SSB-PriA inh 12.9, Mtb UGM inh 2.1, BH1578 lux ind inactive, 3CLpro inhibitor 3.9, Rv3671c inh -2.1 and GDH-TPI counter 10.0.
`CC1CCC(C(O)(C(=O)O)C2CCCCC2)CC1C` (configuration not stated) gave MazF activator -1.2, FBA Mtb inh 1.6, SSB-PriA inh -14.6, BH1578 lux ind inactive and GDH-TPI counter -5.2.
For COc1ccccc1OCC(=O)Nc1ccc(S(=O)(=O)Nc2cc(C)nc(C)n2)cc1 the results were MazF activator 4.8, FBA Mtb inh -0.6, Mtb BioA inh -1.4, VHR inh abs 26.7, SSB-PriA inh -13.0, Mtb UGM inh -1.2, BH1578 lux ind 0.3, 3CLpro inhibitor -6.0, Rv3671c inh 2.5 and GDH-TPI counter 2.9.
O=C(NCCCO)C(=O)NCC(c1ccc2c(c1)OCO2)N1CCN(c2ccc(F)cc2)CC1 (configuration not stated) was read as MazF activator 8.8, FBA Mtb inh 0.5, Mtb BioA inh 0.5, VHR inh abs 34.4, SSB-PriA inh 3.5, Mtb UGM inh 0.4, BH1578 lux ind inactive, 3CLpro inhibitor 3.1, Rv3671c inh 1.2 and GDH-TPI counter -8.6.
Screening CS(=O)(=O)N1CCc2cc(C(=O)Nc3ccccc3Br)ccc21 returned MazF activator -6.1, FBA Mtb inh -1.9, Mtb BioA inh 0.8, VHR inh abs 6.1, SSB-PriA inh -4.5, Mtb UGM inh -3.0, BH1578 lux ind -0.3, 3CLpro inhibitor 0.1 and GDH-TPI counter 11.8.
`CCCCn1c(NC(=O)c2ccco2)c(C(=O)OCC)c2nc3ccccc3nc21` gave MazF activator 4.3, FBA Mtb inh 79.8*, Mtb BioA inh 0.7, VHR inh abs -0.8, SSB-PriA inh 5.0, Mtb UGM inh -0.4, BH1578 lux ind -0.7, 3CLpro inhibitor 4.3, Rv3671c inh -206.9 and GDH-TPI counter 25.0.
`COc1ccc(/C=N/NC(=O)c2[nH]c(C)c(C(=O)N/N=C/c3ccc(OC)cc3)c2C)cc1` gave MazF activator -5.3, FBA Mtb inh -2.6, Mtb BioA inh -0.9, VHR inh abs 34.0, BH1578 lux ind -0.2, 3CLpro inhibitor -3.2, Rv3671c inh -3.4 and GDH-TPI counter 100.0*.
For COc1ccc(OC)c(-c2csc(NC(=O)COC(=O)C3(C)CC3(Cl)Cl)n2)c1 (configuration not stated) the results were MazF activator 3.6, FBA Mtb inh -5.3, Mtb BioA inh -3.6, SSB-PriA inh -10.2, Mtb UGM inh 1.6, BH1578 lux ind inactive, Rv3671c inh -26.5 and GDH-TPI counter -3.9.
CCN(C(=O)COC(=O)C12CC3CC(CC(O)(C3)C1)C2)c1c(N)n(Cc2ccccc2)c(=O)[nH]c1=O was read as MazF activator 10.9, FBA Mtb inh 1.2, Mtb BioA inh -2.0, SSB-PriA inh -2.0, BH1578 lux ind inactive and GDH-TPI counter 0.7.
`COc1cc(C(=O)NC(C)CCn2cccn2)ccc1OC1CCN(C(C)=O)CC1` (configuration not stated) gave MazF activator -1.3, FBA Mtb inh -1.6, Mtb BioA inh -0.2, VHR inh abs 4.7, SSB-PriA inh 1.4, Mtb UGM inh -0.1, BH1578 lux ind 1.0, 3CLpro inhibitor 0.8, Rv3671c inh -2.2 and GDH-TPI counter -0.7.
Screening COC(=O)NCCc1cc(OC)c(OC)cc1S(=O)(=O)N1CC(=O)Nc2ccccc21 returned MazF activator 2.1, FBA Mtb inh -2.6, Mtb BioA inh -1.2, VHR inh abs 14.1, SSB-PriA inh -3.8, Mtb UGM inh -5.6, BH1578 lux ind -0.5, 3CLpro inhibitor 0.9, Rv3671c inh 2.7 and GDH-TPI counter 13.8.
Screening COc1ccccc1NC(=O)c1ccc(COc2ccccc2Br)o1 returned MazF activator -7.4, FBA Mtb inh -0.6, Mtb BioA inh 0.0, VHR inh abs 5.3, SSB-PriA inh -18.2, Mtb UGM inh -2.7, BH1578 lux ind inactive, 3CLpro inhibitor 0.0, Rv3671c inh -15.8 and GDH-TPI counter 2.1.
`COc1ccc(-c2cc(C)nc3c(-c4ccccc4)cnn23)cc1` gave MazF activator -19.1, FBA Mtb inh 2.3, VHR inh abs 25.7, SSB-PriA inh -32.8, BH1578 lux ind -0.5, 3CLpro inhibitor 0.3 and GDH-TPI counter 0.3.
`CCN(CC)c1ccc(N=Cc2c(O)n(Cc3ccccc3)c(=O)[nH]c2=O)cc1` gave MazF activator -1.4&41.9, FBA Mtb inh 3.1&2.0, Mtb BioA inh 0.3, VHR inh abs 6.6&6.4, SSB-PriA inh -2.3&-6.6, Mtb UGM inh 1.2&-0.1, BH1578 lux ind -0.3&-0.1, 3CLpro inhibitor 0.0&0.9, Rv3671c inh -2.2&10.6 and GDH-TPI counter 0.9&7.8.
Screening NC(=O)c1ccccc1NC(=O)c1ccc2ccccc2c1 returned MazF activator 8.7, FBA Mtb inh -1.7, Mtb BioA inh -0.1, VHR inh abs 26.1, SSB-PriA inh -10.2, Mtb UGM inh 0.5, BH1578 lux ind inactive, 3CLpro inhibitor -5.0, Rv3671c inh -34.0 and GDH-TPI counter 1.1.
`Cc1ccc2nc(C3CCCN(C(=S)Nc4ccccc4C)C3)[nH]c2c1` (configuration not stated) gave MazF activator -1.8, FBA Mtb inh 0.4, Mtb BioA inh 6.6, VHR inh abs 9.6, SSB-PriA inh -14.5, Mtb UGM inh -0.3, BH1578 lux ind -1.6, 3CLpro inhibitor -9.4, Rv3671c inh -5.2 and GDH-TPI counter 15.1.
For Cc1noc(C)c1C(=O)Nc1ccc(S(=O)(=O)N2CCCCC2)cc1 the results were MazF activator 3.9, FBA Mtb inh 2.7, Mtb BioA inh 0.6, VHR inh abs -4.4, SSB-PriA inh -4.2, Mtb UGM inh -1.2, BH1578 lux ind inactive, 3CLpro inhibitor 2.8, Rv3671c inh 7.9 and GDH-TPI counter 3.9.
COc1ccc([C@H]2CC(=O)C=C(c3cc(OC)ccc3OC)C2)cc1 was read as MazF activator -3.0, FBA Mtb inh 0.4, Mtb BioA inh -0.1, SSB-PriA inh -15.0, Mtb UGM inh 1.6, BH1578 lux ind -0.6, Rv3671c inh 0.1 and GDH-TPI counter 12.7.
For Cc1occc1-c1nnc(SCC(=O)NCc2cccs2)n1-c1ccc(F)cc1 the results were MazF activator 7.3, FBA Mtb inh 1.7, Mtb BioA inh 8.8, VHR inh abs -15.6, SSB-PriA inh 1.2, Mtb UGM inh -1.8, BH1578 lux ind 14.3, 3CLpro inhibitor -0.9, Rv3671c inh -4.7 and GDH-TPI counter 1.3.
Screening O=c1c(NCCc2ccccc2)c(-c2ccccc2)c1=O returned MazF activator -4.0, FBA Mtb inh -0.4, Mtb BioA inh -1.7, VHR inh abs 1.0, SSB-PriA inh -2.2, Mtb UGM inh -1.2, BH1578 lux ind -6.2, 3CLpro inhibitor 3.0, Rv3671c inh -1.9 and GDH-TPI counter 12.0.
Screening CC(C)C(=O)Nc1nnc(-c2ccccc2)o1 returned MazF activator 2.5, FBA Mtb inh 0.9, Mtb BioA inh -1.7, VHR inh abs 29.4, SSB-PriA inh -6.5, Mtb UGM inh -3.2, BH1578 lux ind -0.3, 3CLpro inhibitor -0.3, Rv3671c inh 2.3 and GDH-TPI counter 7.5.
Screening O=C(Nc1cccnc1Cl)c1cc(-c2ccc(F)cc2)on1 returned MazF activator -25.3, FBA Mtb inh 1.2, VHR inh abs 11.5, SSB-PriA inh -20.0, Mtb UGM inh 1.2, BH1578 lux ind 0.3, 3CLpro inhibitor -5.6, Rv3671c inh -5.1 and GDH-TPI counter 0.7.
`CCCNS(=O)(=O)c1ccc(OCC(=O)N2CCCC2)cc1` gave MazF activator 2.6, FBA Mtb inh -0.6, VHR inh abs -7.9, SSB-PriA inh -9.1, Mtb UGM inh -1.1, BH1578 lux ind inactive, 3CLpro inhibitor 3.8, Rv3671c inh -8.7 and GDH-TPI counter 0.0.

Reprinted at random: 2 compounds from above, in no set order.
COc1ccc([C@H]2CC(=O)C=C(c3cc(OC)ccc3OC)C2)cc1 was read as MazF activator -3.0, FBA Mtb inh 0.4, Mtb BioA inh -0.1, SSB-PriA inh -15.0, Mtb UGM inh 1.6, BH1578 lux ind -0.6, Rv3671c inh 0.1 and GDH-TPI counter 12.7.
Screening COC(=O)NCCc1cc(OC)c(OC)cc1S(=O)(=O)N1CC(=O)Nc2ccccc21 returned MazF activator 2.1, FBA Mtb inh -2.6, Mtb BioA inh -1.2, VHR inh abs 14.1, SSB-PriA inh -3.8, Mtb UGM inh -5.6, BH1578 lux ind -0.5, 3CLpro inhibitor 0.9, Rv3671c inh 2.7 and GDH-TPI counter 13.8.

Assay outcomes deposited in PubChem BioAssay by several laboratories.
